Assay outcomes from PubChem BioAssay.
Furin inh: human furin inhibitors, primary screen, biochemical, fluorescence intensity. P09958. 220,000 tested, 0.061% active. purified furin, fluorogenic substrate cleavage. inhibition, % at 30 µM; in the data active = inhibition above about 25%; note: inactives centre near -15
FXIa inh: human FXIa protease inhibitors, primary screen, biochemical, 1536-well | Coagulation factor XI (Homo sapiens), P03951 | purified FXIa, Boc-Glu-Ala-Arg-AMC fluorogenic substrate | inhibition, % at 5 µM | 220,000 tested, 0.14% active;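 active = inhibition of at least 40%; inactive = inhibition below 40%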;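 note: fluorescence of freed AMC excited at 355 nm; 0% = enzyme without compound and 100% = no enzyme blank; many of its hits are not listed in these tables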
PERK inh: block of dimerizer-induced PERK translation repression, primary screen, PERK inhibitor project, CHO PERK-DD cells, SEAP luminescence, HTS; 220,000 tested, 0.17% active; CHO PERK-DD fusion, SEAP luminescence translation reporter; inhibition, % at 5.6 µM; AID 1416, 2008;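 active = inhibition above the mean inhibition of all tested compounds plus 3 SD, set separately per screening campaign, cut at about 2.9% in these data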;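 note: PERK kinase domain activated by AP20187 dimerizer at 100 nM; 0% = DMSO with dimerizer and 100% = rapamycin at 8.4 µM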
Wee1 degr inh: Wee1 degradation inhibitors, primary screen, cell-based, HeLa, Wee1K328M-luciferase, luminescence | reporter increase, % at 5 µM | Wee1-like protein kinase (Homo sapiens), P30291 | 220,000 tested, 1.2% active | HeLa Luc-Wee1K328M stability; 100% = proteasome inhibitor MG132 effect;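 active = activation above the mean of all tested compounds plus 3 SD, set per screening run, cut at about 8.8% in these data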;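 note: cells exposed to compound for 20 h before luminescence read; 0% = DMSO alone and 100% = MG132 at 30 µM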
Cl transport mod: KCC2 cotransporter modulators, thallium flux, primary screen, cell-based, HEK293 KCC2, FluoZin-2 fluorescence, MLSMR; Solute carrier family 12 member 5 (Homo sapiens), Q9H2X9; KCC2 cells, thallium flux FluoZin-2 fluorescence; B-score of Tl+ flux slope (higher = more flux/activation; lower = inhibition) at 10 µM; 190,000 tested, 2.2% active; AID 1456, 2008;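 active = thallium flux slope and its plate-corrected score both differing from the plate sample mean at a set confidence after two filtering rounds, in either direction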;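 note: slope of fluorescence scaled to starting intensity during 10 to 20 s after thallium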
Target sequence (Q9H2X9 whole entry, looked up): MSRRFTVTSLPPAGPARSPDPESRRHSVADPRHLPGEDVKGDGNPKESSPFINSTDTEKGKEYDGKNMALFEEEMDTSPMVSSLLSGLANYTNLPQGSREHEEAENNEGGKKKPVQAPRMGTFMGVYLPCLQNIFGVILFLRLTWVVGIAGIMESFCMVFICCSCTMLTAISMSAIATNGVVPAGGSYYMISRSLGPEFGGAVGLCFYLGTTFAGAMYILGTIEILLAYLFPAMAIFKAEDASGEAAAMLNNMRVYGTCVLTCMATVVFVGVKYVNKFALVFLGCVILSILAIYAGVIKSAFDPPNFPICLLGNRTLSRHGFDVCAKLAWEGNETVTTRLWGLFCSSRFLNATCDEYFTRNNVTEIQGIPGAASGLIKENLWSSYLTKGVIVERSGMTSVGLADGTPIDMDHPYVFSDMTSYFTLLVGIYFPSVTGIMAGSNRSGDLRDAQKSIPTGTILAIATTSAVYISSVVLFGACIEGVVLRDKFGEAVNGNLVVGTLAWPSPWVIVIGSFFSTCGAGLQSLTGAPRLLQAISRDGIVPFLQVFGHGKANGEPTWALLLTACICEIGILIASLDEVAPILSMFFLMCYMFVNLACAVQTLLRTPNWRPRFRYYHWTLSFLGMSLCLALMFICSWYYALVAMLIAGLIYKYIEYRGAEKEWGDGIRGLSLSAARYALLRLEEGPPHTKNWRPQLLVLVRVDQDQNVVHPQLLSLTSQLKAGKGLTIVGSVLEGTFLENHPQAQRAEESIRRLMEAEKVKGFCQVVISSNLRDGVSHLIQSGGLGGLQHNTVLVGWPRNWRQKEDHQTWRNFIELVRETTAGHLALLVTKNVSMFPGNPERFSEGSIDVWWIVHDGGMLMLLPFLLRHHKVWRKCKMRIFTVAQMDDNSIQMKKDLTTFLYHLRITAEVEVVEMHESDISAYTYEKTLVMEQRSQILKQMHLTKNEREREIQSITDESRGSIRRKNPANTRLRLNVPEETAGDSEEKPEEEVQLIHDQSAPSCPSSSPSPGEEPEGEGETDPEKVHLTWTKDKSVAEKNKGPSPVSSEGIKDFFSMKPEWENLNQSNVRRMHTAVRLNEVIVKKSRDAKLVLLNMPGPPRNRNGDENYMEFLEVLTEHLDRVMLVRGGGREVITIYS
FXIIa inh 1536: human FXIIa protease inhibitors, primary screen, biochemical, 1536-well; Coagulation factor XII (Homo sapiens), P00748; purified FXIIa, Boc-QGR-AMC fluorogenic substrate, 2 h; inhibition, % at 5 µM; 220,000 tested, 0.3% active; AID 800, 2007; in the data active = inhibition above about 40%;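 note: 0% = enzyme with no compound and 100% = blank without enzyme; many of its hits are not listed in these tables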
Thrombin inh: human alpha-thrombin inhibitors, primary screen, counter-screen for coagulation protease inhibitor project, biochemical, 1536-well, fluorogenic AMC substrate. AID 1046, 2008. Prothrombin (Homo sapiens), P00734. Boc-VPR-AMC fluorogenic substrate cleavage. inhibition, % at 5 µM. 220,000 tested, 0.26% active;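 active = inhibition at or above 40%; inactive = inhibition below 40%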;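 note: 0% = enzyme with no compound and 100% = wells without enzyme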
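signal = AMC fluorescence, 355/460 nm | material = human alpha-thrombin enzyme | control set = enzyme without compound as high, wells lacking enzyme as low | times = reaction at room temperature | read-out basis = percent inhibition scaled between no-compound controls and no-enzyme blanks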
p97 inhibitor: inhibitors of human p97 ATPase, primary screen, biochemical; recombinant p97 ATPase, Kinase-Glo ATP luminescence, 3 h; Transitional endoplasmic reticulum ATPase (Homo sapiens), P55072; 220,000 tested, 0.42% active; inhibition, % at 8 µM; in the data active = inhibition above about 15%;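 note: 0% = DMSO vehicle and 100% = wells lacking enzyme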
hK5 inh: human KLK5 protease inhibitors, primary screen, biochemical, 1536-well; recombinant hK5, fluorogenic AMC substrate cleavage; inhibition, % at 5 µM; 210,000 tested, 0.59% active; AID 873, 2007;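 active = inhibition of 40% or more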;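 note: 0% = enzyme controls without compound and 100% = no-enzyme blanks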
Active calls of the source: *; x = no result given; [ ] = dose if it differs, or a comment. An unsorted share of the library; about 4.4% have a hit in one of these screens.

SMILES | Furin inh | FXIa inh | PERK inh | Wee1 degr inh | Cl transport mod | FXIIa inh 1536 | Thrombin inh | p97 inhibitor | hK5 inh
COc1ccccc1/C=C/C=NC1C(=O)N(c2ccccc2)[N+](C)=C1C (centres undefined) | -24 | 5 | 1.6 | -2 | -4.6 | 13 | 2 | 2 | 2
COc1ccc(C(=O)NC(C(=O)NCc2ccccc2OC)C(C)C)cc1 (centres undefined) | -18 | 6 | 0.0 | -2 | -1.2 | -5 | 1 | 3 | -18
CCCCCCCCCCC(=O)Nc1cccnc1 | -12 | -5 | 0.3 | -1 | -0.83 | -1 | -14 | -3 | -5
Cn1cnnc1SCC(=O)Nc1ccc(S(=O)(=O)N2CCCC2)cc1 | -5[20 µM] | 1 | -0.1 | -1 | 1.1 | 0 | 0 | -6 | -3
CCOC(=O)C1=C(C)Nc2[nH]c(=O)[nH]c(=O)c2C1c1cccs1 (centres undefined) | -4 | 8 | 1.1 | 0 | 0.19 | 12 | 3 | 4 | -7
COc1ccc(CC(=O)Nc2ccc(S(=O)(=O)Nc3ncccn3)cc2)cc1 | -20[20 µM] | -5 | 0.9 | 1 | 0.54 | -7 | -11 | 2 | -27
O=C1CS/C(=N\c2ccccn2)N1C1CCCCC1 | -24 | 3 | 0.2 | -2 | x | 12 | 1 | 2 | -7
COc1ccccc1/C=C/C(=O)OC(C)CN1CCOCC1 (centres undefined) | -24 | -1 | -0.1 | -1 | -0.082 | 8 | -3 | 1 | 2
Cc1c(C#N)c2ccccc2n1CC(=O)NCCc1c[nH]c2ccccc12 | -32 | -7 | -0.2 | 1 | x | -2 | -10 | 3 | -24
CCOC(=O)c1cc2sc(C)cc2n1CCCN1C(=O)c2ccccc2C1=O | -7[20 µM] | 4 | -0.3 | 1 | 0.095 | 10 | 0 | -4 | 1
O=C(c1cc(C(=O)NCCc2ccccc2)c(=O)n(CCc2ccccc2)c1)c1cc(Cl)ccc1O | -4 | -5 | 0.0 | 1 | -0.19 | 3 | -3 | 0 | -15
Cc1ccc(OCC(=O)NNC(=O)c2cc3ccccc3o2)cc1 | -27[20 µM] | 14 | 0.6 | -1 | x | 23 | 20 | 1 | 6
O=C(/C=C1\NCC2c3ccccc3CCN2C1=O)c1ccccc1 (centres undefined) | 0[20 µM] | 8 | 1.5 | -2 | -0.21 | 18 | 4 | 3 | -8
Cc1ccc(NC(=O)c2ccc3c(c2)OCCO3)cc1S(=O)(=O)Nc1cccc(Cl)c1 | 3 | 5 | -0.7 | 8 | 0.68 | 8 | -12 | -2 | -8
COc1cccc(-c2nnn(CCC(=O)O)n2)c1 | 6 | -5 | 0.5 | -1 | x | -10 | -13 | 6 | -3
CSc1ccccc1NC(=O)c1ccccc1C | -33 | -1 | 1.8 | 1 | 0.2 | 11 | 2 | 4 | 4
CC1(C)CC2CC(C)(CN2C(=O)c2cccs2)C1 (centres undefined) | -17[20 µM] | 4 | -1.1 | -2 | 0.17 | 0 | 3 | -4 | -15
CC(C)C[C@H](NC(=O)c1nc[nH]c1C(=O)N1CCc2ccccc2C1)C(=O)OCc1ccccc1 | -4 | -1 | x | x | -0.9 | 5 | -1 | x | 2
O=C1C2C(C(=O)N1Cc1ccco1)C1C=CC2C12CC2 (centres undefined) | 10[20 µM] | -3 | 0.7 | -2 | -0.015 | -1 | -6 | 12 | 5
NC(=O)NN=C1C2CCCC1C(c1ccccc1)NC2c1ccccc1 (centres undefined) | -28 | 13 | 1.0 | -3 | 0.33 | 4 | -1 | 0 | 1

3 entries out of the list above, ordered by their value in Furin inh, largest number first:
canonical_smiles	Furin inh
Cc1ccc(NC(=O)c2ccc3c(c2)OCCO3)cc1S(=O)(=O)Nc1cccc(Cl)c1	3
CC(C)C[C@H](NC(=O)c1nc[nH]c1C(=O)N1CCc2ccccc2C1)C(=O)OCc1ccccc1	-4
O=C1CS/C(=N\c2ccccn2)N1C1CCCCC1	-24

(cont.)
SMILES | Furin inh | FXIa inh | PERK inh | Wee1 degr inh | Cl transport mod | FXIIa inh 1536 | Thrombin inh | p97 inhibitor | hK5 inh
C=CCC1c2cccc(C(=O)O)c2C(=O)N1c1cccc(C)c1 (centres undefined) | -19[20 µM] | -2 | 0.7 | -3 | 0.44 | 9 | -8 | -3 | -2
CCc1c(C)sc(NC(=O)c2cccs2)c1C(N)=O | -18[20 µM] | 0 | -0.7 | 4 | 0.4 | 4 | -1 | -2 | -9
O=C(Cc1nnc(NC(=O)c2ccccc2)s1)N/N=C/c1ccco1 | -18 | 3 | 0.5 | 2 | 0.088 | 6 | -12 | 11 | 6
NCCNc1ccc([N+](=O)[O-])cc1 | -10 | 22 | 1.3 | -2 | 1 | 8 | -6 | 4 | 8
O=C(O)C1CCCN1S(=O)(=O)c1ccc2ccccc2c1 (centres undefined) | -13 | 6 | 1.2 | -2 | 0.017 | 9 | 6 | 3 | 12
Cc1cccc(Nc2nc(N)c([N+](=O)[O-])c(N3CCN(C)CC3)n2)c1 | -3 | 10 | -0.2 | 4 | -0.2 | 13 | 27 | -4 | 7
Cc1c2cnn(-c3ccccc3)c(=O)c2c(C)n1CCCC(=O)N1CCN(c2ncccn2)CC1 | -7 | 1 | -0.4 | -1 | 0.84 | 7 | 4 | 2 | -9
Cc1nn(C)c(C)c1NS(=O)(=O)c1ccc(N2CCCC2=O)cc1 | -23 | -4 | 0.0 | 0 | 0.69 | 0 | -7 | 1 | -1
CCOc1ccc(S(=O)(=O)n2nnc3ccccc32)cc1C | -12[20 µM] | 10 | 1.1 | -1 | 0.4 | 21 | 0 | 4 | 8
CC(=O)N(Cc1ccco1)C1(C(=O)NC2CCCCC2)CCCCC1 | -21 | 3 | -1.0 | 1 | x | 13 | -3 | 0 | 0
CCOC(=O)N1CCN(CCC(=O)Nc2cc([N+](=O)[O-])ccc2OC)CC1 | -15 | 6 | 0.2 | 1 | 0.036 | 8 | -3 | 7 | -2
Cc1ccc(O)c(NC(=O)c2cc(-c3ccc(F)cc3)on2)c1 | -19 | -2 | -0.5 | 1 | -0.79 | 5 | -1 | 8 | 1
CCOC(=O)C1=C(CS(=O)(=O)c2ccccc2)NC(=O)NC1c1cccc(OC)c1 (centres undefined) | -13 | 3 | 0.4 | 1 | -0.18 | 8 | -9 | 0 | 1
[N-]=[N+]=CC(=O)CNC(=O)[C@@H](Cc1ccccc1)N1C(=O)c2ccccc2C1=O | -7 | -10 | 0.8 | -2 | -0.56 | -3 | -3 | -9 | -9
O=C(Cc1cccs1)Nc1nnc(SCC(=O)NC2CCCCC2)s1 | -28 | 2 | -0.3 | 1 | 0.7 | 4 | 4 | 4 | -7
Clc1ccc(-c2ccn[nH]2)cc1 | -28 | -3 | 0.1 | -1 | 1.4 | -2 | 1 | 0 | -16
CN(CC(=O)N1CCCC1)S(=O)(=O)c1ccc2ccccc2c1 | -11 | 5 | 0.3 | 1 | -0.051 | 14 | x | 4 | 2
Cc1cccnc1NC(=O)Nc1cccc2ccccc12 | -11[20 µM] | -4 | 0.4 | -2 | 0.94 | 2 | -5 | 1 | -24
CCCc1nc2ccccc2c(=O)n1-c1ccc(C(=O)OCC)cc1 | -14 | -1 | 0.0 | -2 | -0.29 | 4 | -13 | -6 | 2
COc1ccc2c(-c3ccccc3)cc(SCC(=O)NC3CCS(=O)(=O)C3)nc2c1 (centres undefined) | -11 | 9 | 0.6 | -3 | x | 9 | 1 | 1 | -1

Shown with values under each structure: entries from further up.
Below each SMILES: Furin inh	FXIa inh	PERK inh	Wee1 degr inh	Cl transport mod	FXIIa inh 1536	Thrombin inh	p97 inhibitor	hK5 inh
O=C(Cc1cccs1)Nc1nnc(SCC(=O)NC2CCCCC2)s1
  -28	2	-0.3	1	0.7	4	4	4	-7
Cc1c2cnn(-c3ccccc3)c(=O)c2c(C)n1CCCC(=O)N1CCN(c2ncccn2)CC1
  -7	1	-0.4	-1	0.84	7	4	2	-9
CCOC(=O)N1CCN(CCC(=O)Nc2cc([N+](=O)[O-])ccc2OC)CC1
  -15	6	0.2	1	0.036	8	-3	7	-2

Next part.
SMILES | Furin inh | FXIa inh | PERK inh | Wee1 degr inh | Cl transport mod | FXIIa inh 1536 | Thrombin inh | p97 inhibitor | hK5 inh
Cc1nc2[nH]c(=O)c3c(n2n1)NC1=C(C(=O)CC(C)(C)C1)C3c1ccc(F)cc1 (centres undefined) | -26 | -11 | 0.4 | 4 | x | -14 | -5 | -11 | -22
CCOC(=O)C1CCN(c2ccc([N+](=O)[O-])c(C(C)=O)c2)CC1 | -5 | -3 | 1.0 | 0 | 0.81 | 2 | 0 | 2 | -3
Cc1ccc(C(c2nnnn2C2CCCCC2)N(C)C2CCCCC2)cc1 (centres undefined) | -6[20 µM] | -3 | -0.5 | -2 | 0.93 | 8 | -4 | -1 | -11
Cc1cccc(N2C(=O)CSC2c2cccnc2)c1 (centres undefined) | -17[20 µM] | 5 | 0.1 | 1 | x | 3 | 25 | 1 | 7
O=C(O)Cc1c(C(=O)O)[nH]c2ccc(C(=O)O)cc12 | -31 | -5 | 1.5 | -2 | x | 6 | -3 | 5 | -2
NC(=O)NC(=O)CSc1nc(-c2ccccc2)c(-c2ccccc2)n1CC1CCCO1 (centres undefined) | -16[20 µM] | 6 | 0.2 | -1 | -0.55 | -8 | -17 | -1 | 6
COc1cccc(OC)c1-c1nn2c(-c3ccco3)nnc2s1 | -15 | 8 | 0.1 | 4 | -0.8 | 45* | 38 | 0 | 45*
COc1cccc(OC)c1C(=O)NN1CCCCC1 | -21[20 µM] | -4 | 1.1 | 0 | x | 11 | 3 | 1 | -18
COC(=O)c1cc(OC)c(OC)cc1NC(=O)Cn1nnc(-c2ccccc2Cl)n1 | -16[20 µM] | 13 | 0.8 | -2 | 0.66 | 22 | -3 | 3 | -2
COc1ccc(/C=N/NC(=S)NC2CCS(=O)(=O)C2)cc1OC (centres undefined) | -13[20 µM] | 0 | 0.9 | -1 | 0.66 | 12 | 7 | 3 | 1
CC(C)(C)C(=O)Nc1ccccc1C(=O)OCC(=O)c1ccc2c(c1)OCCO2 | 2 | 3 | 0.7 | -1 | -0.19 | 7 | 0 | 5 | 2
CC(C)(C)NC(=O)CSc1nc(N)c(NC(=O)c2ccccc2F)c(=O)[nH]1 | -10 | -2 | 0.4 | 0 | -1.3 | 11 | 1 | 4 | 3
CCC(c1ccccc1)c1nc(-c2ccccn2)no1 (centres undefined) | -22 | -5 | 0.9 | -2 | -0.97 | -14 | -10 | -1 | -18
COc1ccccc1CNC(=O)c1ccccc1N | -14[20 µM] | 1 | 0.0 | 0 | -0.04 | 12 | -3 | 5 | 1
CCOC(=O)Cn1c(=O)c(-c2ccccc2NCc2ccccc2)nc2ccccc21 | -18[20 µM] | x | 1.1 | 2 | 0.083 | x | x | 2 | x
CC(C)NC(=O)CCCc1c[nH]c2ccccc12 | -25 | 0 | 0.7 | -1 | 0.64 | -3 | -7 | 1 | -4
O=C(Cn1cc2c(n1)CCCC2)NCc1ccccn1 | -21 | 12 | 1.3 | 1 | 0.45 | 16 | 18 | 2 | 45*
O=C(CSc1nccn1-c1ccc(Cl)cc1)N1CCCc2ccccc21 | -3 | 1 | -0.6 | 1 | -0.8 | 6 | -6 | -4 | -6
